# Compound activity deposited in PubChem BioAssay by Sanford-Burnham Center for Chemical Genomics.
# SENP7 block: blocks the human protease SENP7; Q9BQF6; recombinant SENP7, Z-RLRGG-aminoluciferin luminescence, 40 min; inhibition, % at 5 µM; 1.5% of 330,000 active; AID 434973;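 active = inhibition above about 50% at the single test dose, limit read from the data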;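 note: plate controls were DMSO with enzyme for no effect and no enzyme buffer wells for full effect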
# SENP6 inh: SENP6 protease inhibition. Q9GZR1. Recombinant SENP6 catalytic domain, aminoluciferin luminescence. inhibition, % at 10 µM. 1.8% of 330,000 active. AID 2599;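 active = inhibition above about 50% at the single tested dose, limit read from the data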;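 note: plate controls were DMSO wells with enzyme for no effect and DMSO wells lacking enzyme for full effect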
# SENP8 block-1: blocks human SENP8 cleavage of Nedd8 substrate | inhibition, % at 20 µM | 0.64% of 360,000 active | recombinant SENP8, Nedd8 substrate fluorescence | AID 602440; in the data active = inhibition mostly above about 40%, no sharp cut-off; inactive = mostly below about 27%
# Target sequence (Q96LD8 whole entry, looked up): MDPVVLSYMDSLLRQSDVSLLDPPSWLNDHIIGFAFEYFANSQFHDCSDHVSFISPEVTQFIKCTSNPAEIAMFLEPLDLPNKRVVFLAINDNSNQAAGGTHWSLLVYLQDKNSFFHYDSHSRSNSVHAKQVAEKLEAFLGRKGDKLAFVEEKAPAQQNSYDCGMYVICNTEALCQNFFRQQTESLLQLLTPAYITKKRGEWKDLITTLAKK
# Apaf-1 inh: blocks human Apaf-1 apoptosome activity | O14727 | reconstituted apoptosome caspase-3 activity, DEVD-Rh110 fluorescence | inhibition, % at 20 µM | 0.71% of 330,000 active | AID 489030; active = inhibition of at least 40% at 20 µM;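 note: plate controls were DMSO wells for no effect and DEVD-CHO caspase inhibitor wells for full effect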
#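 Material: reconstituted apoptosome with Apaf-1, cytochrome c, caspase-9, procaspase-3, dATP. Technique: Rh110 fluorescence intensity. Buffer or medium: pH 7.5 Hepes buffer with CHAPS, BSA, DTT. Times: 30 min plus 50 min, RT.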
# NALP3 yeast inh: inhibitors of NALP3 inflammasome in yeast; Yeast reconstituted NLRP3/ASC/caspase-1, beta-gal luminescence, 24 h; 0.39% of 330,000 active; AID 2825; inhibition, % at 10 µM;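 active = inhibition of 50% or more; inactive = inhibition below 50%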;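 note: plate controls were induced DMSO wells for no effect and uninduced yeast grown without galactose for full effect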
# SENP1 FRET inh: inhibitors of human SENP1 SUMO protease catalytic domain | Q9P0U3 | recombinant SENP1 catalytic domain, CyPet-SUMO1-YPet FRET cleavage | inhibition, % at 10 µM | 0.21% of 360,000 active | AID 624204;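 active = inhibition at least 30% at 10 µM, raw YFP signal under a set limit, fluorescence ratio 0.5 to 1.5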;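 note: 0% = enzyme with DMSO and 100% = no enzyme wells; some results filed as inactive read as strong as hits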
#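 system = hSENP1 catalytic domain, recombinant | reagent = SFCypet-SUMO1-SFYpet substrate at 25 nM | doses = one dose per compound, 10 µM, 0.5% DMSO | incubation = enzyme reaction for 50 min at room temperature, dark | measured by = FRET, CFP and YFP emission | controls = no-enzyme low, enzyme-DMSO high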
# PfG6PD inh: PfG6PD (Plasmodium falciparum) enzyme inhibition; inhibition, % at 20 µM; PfGluPho enzyme, NADPH resazurin-diaphorase fluorescence; AID 504690; 0.78% of 350,000 active;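 active = inhibition reaching at least a set limit at 20 µM in the primary screen, cut at about 59% in these data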;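 note: 0% = DMSO wells with substrate and 100% = DMSO wells lacking glucose-6-phosphate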
# SENP8 block-2: inhibitors of human SENP8 protease; Q96LD8; purified SENP8, Z-RLRGG-aminoluciferin cleavage, luminescence; inhibition, % at 10 µM; 1.2% of 330,000 active; AID 2540; in the data active = inhibition above about 50%
# HKDC1 inhibitor: HKDC1 (human) hexokinase inhibition | Q2TB90 | recombinant HKDC1, G6PDH/diaphorase resazurin coupled fluorescence | inhibition, % at 20 µM | 0.16% of 340,000 active | AID 493160;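 active = inhibition above about 35% when tested at 20 µM, limit read from the data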;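 note: plate controls were DMSO wells with enzyme for no effect and DMSO wells lacking enzyme for full effect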
# Target sequence (Q2TB90 whole entry, looked up): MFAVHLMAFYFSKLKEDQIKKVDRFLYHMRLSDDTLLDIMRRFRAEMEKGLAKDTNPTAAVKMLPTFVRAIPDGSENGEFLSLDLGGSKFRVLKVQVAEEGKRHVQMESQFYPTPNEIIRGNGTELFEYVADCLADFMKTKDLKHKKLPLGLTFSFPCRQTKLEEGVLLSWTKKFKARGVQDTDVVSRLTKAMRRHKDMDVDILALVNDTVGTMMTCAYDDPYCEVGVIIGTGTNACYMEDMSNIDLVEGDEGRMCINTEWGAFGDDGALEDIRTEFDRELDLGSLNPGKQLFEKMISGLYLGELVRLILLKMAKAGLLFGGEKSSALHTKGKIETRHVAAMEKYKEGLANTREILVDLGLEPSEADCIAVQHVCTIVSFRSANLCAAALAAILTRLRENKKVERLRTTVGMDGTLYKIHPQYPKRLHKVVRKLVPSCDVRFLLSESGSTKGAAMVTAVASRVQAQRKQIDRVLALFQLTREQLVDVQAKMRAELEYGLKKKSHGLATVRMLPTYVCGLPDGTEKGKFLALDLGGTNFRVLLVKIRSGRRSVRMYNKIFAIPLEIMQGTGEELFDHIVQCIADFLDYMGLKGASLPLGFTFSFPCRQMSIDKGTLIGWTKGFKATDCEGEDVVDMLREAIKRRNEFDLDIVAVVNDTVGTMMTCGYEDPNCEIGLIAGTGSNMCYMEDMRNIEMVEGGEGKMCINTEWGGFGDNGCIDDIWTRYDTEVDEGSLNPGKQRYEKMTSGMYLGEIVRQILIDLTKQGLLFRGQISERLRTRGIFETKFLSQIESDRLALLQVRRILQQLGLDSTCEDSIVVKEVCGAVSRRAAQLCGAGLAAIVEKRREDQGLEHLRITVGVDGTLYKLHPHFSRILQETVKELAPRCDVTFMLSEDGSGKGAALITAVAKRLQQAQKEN
#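 System: Recombinant HKDC1 hexokinase | Amount: HKDC1 at 5 µg/mL | Reagent: Glucose with 1 mM ATP | Doses: Single 20 µM dose | Incubation: Reaction time 90 min, room temperature, protected from light | Signal: Coupled resazurin fluorescence, excitation 525 nm, emission 613 nm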
# * hit, by the source's call; x = no result given. Rows were taken by chance, and some 4.1% of all compounds hit somewhere here.
entry	Molecule	SENP7 block	SENP6 inh	SENP8 block-1	Apaf-1 inh	NALP3 yeast inh	SENP1 FRET inh	PfG6PD inh	SENP8 block-2	HKDC1 inhibitor
1	COc1ccc(N(C)C(=O)Cc2c(C(=O)O)n(C)c3ccccc23)c(OC)c1	4.9	-9.5	9.2	-2.7	3.6	1.8	-22.6	-6.0	-3.2
2	COC(=O)Cn1ccc(-c2ccc(Cl)cc2)c(C#N)c1=O	8.7	-16.6	-76.1	-5.6	16.6	0.7	-23.4	0.2	-0.9
3	Nc1c(C(=O)OCC2CCCO2)c2nc3ccccc3nc2n1C1CCCCC1 (stereo not given)	5.6	5.9	-276.2	38.3	4.5	-55.2	-18.3	-0.1	9.2
4	COc1cccc(CC2(CO)CCCN(Cc3cn[nH]c3-c3cc(C)ccc3C)C2)c1 (stereo not given)	6.5	3.5	3.3	9.0	9.9	2.4	13.1	3.0	-3.9
5	CCCCn1c(N2CCCC2)nc2c1c(=O)[nH]c(=O)n2C	1.1	11.2	8.9	-0.3	-6.7	1.2	-4.1	3.1	-0.2
6	COc1cc(/C=C/C(=O)OCC(=O)NC(=O)NCc2ccccc2)ccc1OCC#N	-5.6	-0.4	-108.5	6.8	1.6	0.1	-13.6	-1.9	-7.3
7	O=C(NN1C(=O)C2C(C1=O)C1C=CC2C12CC2)c1ccc(Cl)cc1 (stereo not given)	-1.1	-1.2	-1.8	-11.1	8.7	3.1	1.6	-1.5	2.8
8	CC(=O)NC(Cc1ccc(C(C)C)cc1)C(=O)NC1CCN(c2nc(C)cc(C)n2)CC1 (stereo not given)	3.2	-2.4	-41.6	10.9	1.9	3.0	4.6	0.9	-2.7
9	COc1ccc(OC)c2[nH]c(=O)c(CCNC(=O)C(=O)c3c[nH]c4ccccc34)cc12	4.3	-15.2	-7.3	3.7	-3.8	1.1	26.4	-1.9	26.4
10	Nc1cc(OC(=O)c2ccc(F)cc2)nn1S(=O)(=O)c1ccc(F)cc1	6.4	-5.6	11.1	0.0	3.0	5.5	4.4	0.1	14.3
11	O=C(CSc1nc2ccccc2c(=O)n1-c1ccccc1)N1CCc2ccccc2C1	-3.5	-8.4	14.0	8.5	23.9	0.7	9.1	-4.4	-9.3
12	CC(NC(=O)COc1ccccc1)C(=O)N1CCN(c2ccccc2)CC1 (stereo not given)	-14.1	-19.1	9.7	0.6	10.6	0.2	-1.5	-15.9	-7.3
13	COc1ccc(NC(=S)NNC(=O)Cn2nc(C(F)F)cc2C(F)F)cc1	3.8	-2.5	12.3	-3.8	24.3	0.1	-16.7	1.0	5.9
14	O=C(O)c1cccc(CSc2nnc(-c3cccnc3)o2)c1	-6.0	-3.0	-43.4	-2.9	13.5	-3.0	-14.3	-1.6	0.7
15	COc1ccc(NS(=O)(=O)c2cccc(C(=O)NNC(=O)COc3ccccc3)c2)cc1	-16.2	-9.9	1.8	6.6	10.7	-0.2	-26.0	-4.9	-3.9
16	CCc1ccc(C(=O)COC(=O)CCc2nc3ccccc3c(=O)[nH]2)cc1	3.0	-12.6	14.7	6.9	11.3	3.1	7.8	-3.2	-7.8
17	CSCCCN1CC[C@@H](N2CCN(c3ccccc3F)CC2)[C@H](O)C1	-10.9	-21.0	6.4	-2.2	16.4	-1.2	10.7	-8.3	-5.0
18	CC(=O)c1cc(N2CCOCC2)ccc1[N+](=O)[O-]	x	x	26.3	x	x	1.8	-8.9	x	-5.5
19	CCc1ccc(-c2cc3c(=O)n(CC(=O)NCc4ccccc4F)ncn3n2)cc1	-7.5	10.9	-2.7	-0.3	3.8	1.4	-8.7	-1.0	-6.6
20	COc1ccc2sc(C)[n+](C)c2c1	-3.7	12.1	6.2	-4.4	21.3	1.9	23.3	3.6	-4.0
21	COCCNC(=O)C(c1ccc(Cl)cc1)N(CCOC)C(=O)CCC(=O)Nc1nccs1 (stereo not given)	9.4	-1.3	1.0	-2.1	12.0	0.0	-3.5	-4.5	-8.4
22	OCCNC(=S)Nc1ccc(Cl)c(Cl)c1	-15.6	-7.2	10.3	11.4	-3.4	2.7	-3.4	-11.8	-7.7
23	COc1ccc(C(=O)CSc2nnc(-c3ccco3)n2CC2CCCO2)cc1 (stereo not given)	7.8	-2.1	14.0	0.7	-1.2	1.5	9.0	6.8	1.5
24	CCCc1nnc(SCC(=O)Nc2nccs2)o1	-4.6	-6.8	8.1	-0.6	11.5	2.9	-14.1	-1.7	-1.7
25	CCN(CC(=O)Nc1ccc(NC(C)=O)cc1)C(=O)c1cccc(S(=O)(=O)N2c3ccccc3CC2C)c1 (stereo not given)	2.8	4.8	13.5	9.7	-6.2	0.2	11.0	6.8	6.2
26	CC(C)(C)c1ccc(S(=O)(=O)NCC(=O)N2CCN(C(=O)c3ccco3)CC2)cc1	4.1	2.8	4.5	-17.9	6.1	1.3	9.7	-1.7	-0.1
27	O=C(c1ccc(N2CN(C(=O)c3ccco3)c3nc4ccccc4nc32)cc1)N1CCOCC1	7.3	5.9	-287.1	10.3	10.1	-69.0	-3.6	-0.8	17.4
28	Nc1nonc1C(=O)NCCNc1ccc([N+](=O)[O-])cn1	-2.7	1.8	18.6	9.7	12.6	0.5	8.6	1.1	-1.9
29	Cn1nc(-c2ccc3c(c2)OCCO3)c2ccccc2c1=O	-1.9	13.6	-51.4	2.9	30.0	1.4	2.3	10.7	-5.5
30	CCOCCc1c(O)nc(SCC(=O)NCc2ccco2)[nH]c1=O	-8.9	-1.0	13.1	-133.3	2.4	3.2	-11.2	3.4	-2.7

entry	Molecule	SENP7 block	SENP6 inh	SENP8 block-1	Apaf-1 inh	NALP3 yeast inh	SENP1 FRET inh	PfG6PD inh	SENP8 block-2	HKDC1 inhibitor
31	Cn1cccc1C(C#N)(CC#N)c1cccc(F)c1C#N (stereo not given)	7.1	13.2	4.7	0.3	3.6	2.6	0.6	-2.0	-5.5
32	COC(=O)c1ccc(NC(=O)CSc2nnnn2C2CCCCC2)cc1	7.9	-17.1	4.8	-1.7	-7.3	-1.6	-9.2	1.4	-4.4
33	CCN(CC(=O)Nc1ccc(OC)cc1)C(=O)c1cc2c(s1)CCCCC2	11.0	-15.1	7.3	11.3	20.1	1.7	-4.6	1.9	-2.1
34	Cc1cc(=O)[nH]c(SCC(=O)Nc2nc(-c3ccccc3)c(-c3ccccc3)o2)n1	0.5	-4.1	-388.7	-6.4	-58.2	-1.1	8.0	-1.2	2.6
35	CCCCC(CC)CO (stereo not given)	-6.2	-12.7	17.5	-8.6	11.8	2.4	0.2	4.8	-6.5
36	CC1CCc2c(sc3ncnc(NCCN4CCOCC4)c23)C1 (stereo not given)	-2.5	1.9	3.3	11.8	-2.7	-2.6	13.2	2.9	2.3
37	Cc1c(/C=N/NC(=O)c2cccnc2)cc(C#N)n1C	3.6	-41.9	0.5	2.8	-0.2	1.3	10.1	-0.1	-12.0
38	O=C(NCc1ccc(F)cc1)C(=O)c1cn(CC(=O)N2CCCC2)c2ccccc12	-4.4	-7.2	-1.6	-1.7	19.8	2.4	-12.9	-3.1	-1.1
39	Cc1cccc(NC(=O)CCNS(=O)(=O)c2cccc3nonc23)c1	6.9	-14.2	7.6	-68.2	12.6	2.5	-5.3	1.6	-1.2
40	COc1ccc(-c2nc(C#N)c(N3CCN(C(=O)c4ccco4)CC3)o2)cc1OC	-7.8	-8.3	-451.1	7.6	22.0	0.9	-0.1	1.6	2.4
41	COc1ccc(CN(C)C(=O)c2ccc(COc3ccccc3)cc2)c(OC)c1	-0.1	-21.2	17.4	22.7	25.4	0.3	3.9	5.2	-1.8
42	CC(=O)OC(C(=O)NCCc1ccccc1)c1cccnc1 (stereo not given)	1.5	-9.8	8.2	-1.5	1.9	0.3	-5.2	-2.6	-6.8
43	CCC(C)Oc1cc(-c2ccnc(Nc3cccc(Cl)c3)n2)ccn1 (stereo not given)	-6.5	-1.7	-10.2	4.9	0.1	1.5	3.1	-2.2	7.0
44	CCOC(=O)N1CCC(NC(=O)c2ccc(CS(=O)(=O)c3c(Cl)cccc3Cl)o2)CC1	4.1	-18.0	1.3	-9.2	16.8	0.2	-10.8	2.0	-5.2
45	O=C(C1CCCCN1S(=O)(=O)c1ccccc1)N1CCN(C(c2ccccc2)c2ccccc2)CC1 (stereo not given)	2.4	8.4	7.6	5.5	-0.9	-0.6	6.0	-0.7	-3.9
46	S=C(NCCCNC(=S)Nc1ccccc1)Nc1ccccc1	8.5	7.3	8.1	4.0	1.4	2.3	-3.0	10.3	2.0
47	O=C(Nc1ccc(S(=O)(=O)N2CCOCC2)cc1)c1ccc(CN2CCc3ccccc3C2)cc1	6.0	-10.2	x	13.4	2.9	x	5.2	1.4	-1.2
48	O=C(COc1ccc2ccccc2c1)N1CCN(c2ccccc2)CC1	-3.5	-11.7	1.0	3.1	20.9	-0.6	-0.4	-3.0	-0.4
49	COc1ccc(NC(=O)N2CCC(O)(c3cccnc3)CC2)c(OC)c1	3.5	1.7	13.5	-8.3	-9.7	2.7	0.6	-3.9	-3.4
50	CCOc1ccc2oc(C(=O)N(CC)CC(=O)Nc3c(F)cccc3F)c(C)c2c1	-5.3	-2.5	-70.8	11.7	24.4	-9.1	7.9	-4.9	-0.9
51	CC(C)c1ccc(NC(=O)NCc2ccc3c(c2)OCO3)cc1	3.8	5.3	16.6	5.2	14.1	-1.2	-1.6	-4.6	-8.3
52	Cc1ccc2[nH]c(O)c(N=NC(=O)c3ccc(NS(=O)(=O)c4cccs4)cc3)c2c1	13.9	-10.8	34.6	-12.3	20.6	-1.5	-16.8	11.5	8.0
53	Cc1noc(C)c1NC(=O)N(C)C[C@@H]1Oc2ccc(NC(=O)CCC(F)(F)F)cc2CC(=O)N([C@@H](C)CO)C[C@@H]1C	-1.3	-0.4	14.9	7.8	-2.1	-0.2	4.7	1.4	-5.0
54	C/C(=N\Nc1ccc(Cl)cc1)c1ccncc1	-4.4	-2.1	-3.6	6.4	2.4	0.5	55.3	-10.9	-2.6
55	O=C(O)CCc1nn2cc(-c3ccccc3)nc2[nH]c1=O	-5.6	-12.8	-416.5	-4.7	8.4	5.8	-5.3	-11.6	-4.7
56	O=C(CCN1C(=O)[C@@H]2Cc3ccccc3CN2C1=O)NCc1ccccc1	9.0	-14.7	13.4	-5.5	-5.6	1.6	15.2	1.3	17.9
57	Cc1ccc(NC(=O)CSCC(=O)NNC(=O)c2ccoc2C)cc1	-3.6	-6.8	9.3	0.3	3.3	1.0	-1.6	1.5	-8.7

# Reprinted at random: three records from the list
entry	Molecule	SENP7 block	SENP6 inh	SENP8 block-1	Apaf-1 inh	NALP3 yeast inh	SENP1 FRET inh	PfG6PD inh	SENP8 block-2	HKDC1 inhibitor
22	OCCNC(=S)Nc1ccc(Cl)c(Cl)c1	-15.6	-7.2	10.3	11.4	-3.4	2.7	-3.4	-11.8	-7.7
3	Nc1c(C(=O)OCC2CCCO2)c2nc3ccccc3nc2n1C1CCCCC1 (stereo not given)	5.6	5.9	-276.2	38.3	4.5	-55.2	-18.3	-0.1	9.2
47	O=C(Nc1ccc(S(=O)(=O)N2CCOCC2)cc1)c1ccc(CN2CCc3ccccc3C2)cc1	6.0	-10.2	x	13.4	2.9	x	5.2	1.4	-1.2
